PP5 primary – PP5 phosphatase inhibitors, primary screen, biochemical, fluorescence. Serine/threonine-protein phosphatase 5 (Homo sapiens), P53041. purified PP5c, OMFP substrate fluorescence. AID 1987, 2009. inhibition, % at 6.7 µM. 320,000 compounds, 0.18% hits;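 active = inhibition above the campaign's mean inhibition across all tested compounds plus 3 SD, cut at about 9.5% in these data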;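 note: 0% = DMSO only and 100% = 100 µM cantharidin control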
Target sequence (P53041 whole entry, looked up): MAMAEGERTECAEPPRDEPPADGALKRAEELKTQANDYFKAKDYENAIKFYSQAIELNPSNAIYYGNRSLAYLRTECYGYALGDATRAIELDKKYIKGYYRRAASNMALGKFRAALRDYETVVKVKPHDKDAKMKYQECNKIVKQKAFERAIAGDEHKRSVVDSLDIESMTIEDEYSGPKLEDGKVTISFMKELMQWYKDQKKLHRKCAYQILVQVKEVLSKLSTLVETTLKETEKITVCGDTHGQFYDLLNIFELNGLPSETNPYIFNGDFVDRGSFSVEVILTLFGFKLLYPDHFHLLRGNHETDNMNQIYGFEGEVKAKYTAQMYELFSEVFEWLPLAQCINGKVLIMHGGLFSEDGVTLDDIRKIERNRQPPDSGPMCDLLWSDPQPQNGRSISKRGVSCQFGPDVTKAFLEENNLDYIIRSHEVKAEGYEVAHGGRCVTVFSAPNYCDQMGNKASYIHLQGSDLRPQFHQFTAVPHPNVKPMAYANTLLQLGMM
ZTA counter – blocks Epstein-Barr virus ZTA, an EBNA-1 counter-screen; ZTA-DNA binding, fluorescence polarization; AID 2234; 320,000 compounds, 0.15% hits; P03206; inhibition, % at 11 µM; in the data active = inhibition above about 33%
Target sequence (P03206 whole entry, looked up): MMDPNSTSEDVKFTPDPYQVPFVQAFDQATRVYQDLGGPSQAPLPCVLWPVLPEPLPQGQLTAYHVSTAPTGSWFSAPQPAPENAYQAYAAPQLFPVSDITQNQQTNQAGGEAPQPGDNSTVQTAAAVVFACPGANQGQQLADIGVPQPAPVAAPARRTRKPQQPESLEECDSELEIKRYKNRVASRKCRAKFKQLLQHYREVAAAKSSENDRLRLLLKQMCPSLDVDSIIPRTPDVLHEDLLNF
HCV core dimer – inhibitors of HCV core protein dimerization, primary screen, biochemical, TR-FRET, high-throughput. TR-FRET GST/Flag-core106 dimerization, 1536-well. inhibition, % at 5 µM. 300,000 compounds, 0.33% hits. AID 1899, 2009;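 active = inhibition above the mean of all tested compounds plus 3 SD, set per screening campaign, cut at about 45% in these data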
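Test system: GST/Flag-tagged HCV core106 proteins; Medium: KF-containing HEPES buffer, pH 7.45, DTT, CHAPS, BSA; Times: compound-protein-antibody incubation 4 h at 22.5 °C; Detection: TR-FRET 671 and 617 nm emission; Benchmarks: wells lacking GST-core106 and wells with excess unlabelled core106.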
PP1 counter – PP1-alpha phosphatase inhibitors, primary screen, counter-screen for PP5 inhibitor project, biochemical, fluorescence, OMFP substrate, single point; Serine/threonine-protein phosphatase PP1-alpha catalytic subunit (Homo sapiens), P62136; purified PP1alpha; inhibition, % at 6.7 µM; 320,000 compounds, 0.9% hits;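 active = inhibition above the mean inhibition of all tested compounds plus 3 SD, computed separately for each screening campaign, cut at about 15% in these data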
Target sequence (P62136 whole entry, looked up): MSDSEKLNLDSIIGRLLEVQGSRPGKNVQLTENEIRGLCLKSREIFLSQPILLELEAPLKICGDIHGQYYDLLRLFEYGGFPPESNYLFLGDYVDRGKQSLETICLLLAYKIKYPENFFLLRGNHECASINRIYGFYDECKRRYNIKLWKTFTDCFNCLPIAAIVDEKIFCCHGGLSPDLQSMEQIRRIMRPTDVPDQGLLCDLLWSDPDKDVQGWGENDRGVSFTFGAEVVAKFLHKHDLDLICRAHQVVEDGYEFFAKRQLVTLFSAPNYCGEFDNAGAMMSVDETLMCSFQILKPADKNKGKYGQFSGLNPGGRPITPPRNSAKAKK
EBNA-1 inhibitor – EBNA-1 DNA-binding inhibitors, primary screen, biochemical, fluorescence polarization | inhibition, % at 14.8 µM | 300,000 compounds, 0.34% hits | AID 1950, 2009; in the data active = inhibition above about 28%
Yeast superoxide – reduction of superoxide in aged yeast, primary screen, HTS; superoxide response (% of plate mean), % at 10 µM; S. cerevisiae aged cells, superoxide DHE fluorescence; active compounds read low; 330,000 compounds, 0.18% hits;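 active = superoxide response under a set limit, about three screen SD below normal, cut at about 65% in these data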;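 note: yeast aged for seven days with compound at 30 °C before DHE staining; 100% = average MFI of all compound-treated wells on the plate with controls excluded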
TPT1 inh – Candida albicans TPT1 enzyme inhibitors, primary screen, biochemical, fluorescence polarization; inhibition, % at 5 µM; 300,000 compounds, 0.81% hits; recombinant caTPT1, FP RNA substrate dephosphorylation; tRNA 2'-phosphotransferase TPT1 (Candida albicans SC5314);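 active = inhibition above the mean of all tested compounds plus 3 SD, set per screening campaign, cut at about 24% in these data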;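 note: plate controls were DMSO alone for no effect and ferristatin control at 100 nM for full effect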
CTSL1 counter – Fasciola hepatica cathepsin L1 inhibitors, primary screen, counter-screen for PFM18AAP inhibitor project, biochemical, QFRET, fluorogenic peptide substrate | 300,000 compounds, 0.49% hits | inhibition, % at 5.96 µM | AID 1906, 2009 | recombinant F. hepatica cathepsin L1, Z-Leu-Arg-MCA fluorescence;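 active = inhibition above the mean of all tested compounds plus 3 SD, set per screening campaign, cut at about 17% in these data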;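 note: 0% = plate median of test compound wells and 100% = 1 µM Z-Phe-Ala-diazomethylketone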
GASC-1 inh – inhibitors of GASC-1 histone demethylase, primary screen, biochemical, fluorescence, DELFIA europium; Lysine-specific demethylase 4C (Homo sapiens), Q9H3R0; inhibition, % at 2.35 µM; 330,000 compounds, 0.069% hits; GST-JMJD2C(1-420) H3K9me3 demethylation;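 active = more than half of a compound's replicate wells show inhibition beyond 50%, single wells judged on their own value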;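 note: signal counts dimethyl H3K9 product captured on neutravidin plate; 0% = median of DMSO wells and 100% = 0.3 times that DMSO median; strong numbers were not always called active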
Active calls of the source: *; . = not tested or not shown; & = joins results of further samples.

SMILES	PP5 primary	ZTA counter	HCV core dimer	PP1 counter	EBNA-1 inhibitor	Yeast superoxide	TPT1 inh	CTSL1 counter	GASC-1 inh
CCN(CC)N=Nc1ccc(S(=O)(=O)Nc2nc(C)cc(C)n2)cc1	1.8&-2.0	14&4	1&5	2&0	-14&3	95&96	1&-4	-2&7	1&0
O=C(CCc1ccccc1)OCC(=O)c1cccc([N+](=O)[O-])c1	1.4	-19	1	3	6	82	0	-3	3
COc1ccc(OC)c(NC(=O)c2ccccc2NC(=O)c2ccco2)c1	1.6	-1	3	-2	-1	96	-1	0	9
Cc1nnc2n1N=CC=C(C(C)(C)C)S2	0.6	3	-4	-2	-2	101	-2	4	7
Cc1cccc(NC(=O)CCSc2nc(C)cc(C)n2)c1	0.2	9	0	-5	-3	104	5	-4	6
Cc1ccc(NC(=O)COC(=O)Cn2nc(C)c([N+](=O)[O-])c2C)c([N+](=O)[O-])c1	4.4	-5	4	-10	-7	102	-1	-5	5
CCOc1ccc2[nH]c3c(NCCc4ccc(OC)c(OC)c4)ncnc3c2c1	0.2	7	-2	0	1	94	1	5	9
O=C(CN1CCOCC1)Nc1ccc(OC(F)(F)F)cc1	-3.2	-11	3	1	-1	97	3	-2	0
Cc1ccc(OCC(=O)NNC(=S)NCc2ccccc2)cc1	0.9	5	-11	-5	1	119	1	5	-17
Cc1ccc(S(=O)(=O)/N=C(\N)Nc2nc(C)c3cc(C)ccc3n2)cc1	0.5	11	8	1	11	93	-1	2	10
CC[n+]1ccc(C)c2cc(S(=O)C(F)(F)F)ccc21 (stereo not drawn)	-0.5	-2	-1	0	3	109	-3	0	2
O=c1c2[nH]c3cccc(Cl)c3c2ncn1Cc1ccncc1	-0.8	1	-3	2	-9	122	4	3	.
COc1cccc(NC(=O)CSc2nnc(-c3cc(C)n(-c4ccccc4)c3C)o2)c1	0.7	3	1	1	5	90	-1	-1	-4
O=S(=O)(Nc1ccc(OC(F)(F)F)cc1)c1cccc2nonc12	1.4	11	5	-5	8	84	-3	3	-5
COc1ccc(/C=N/N2CCN(C3c4ccccc4-c4ccccc43)CC2)cc1OC	-0.4	3	4	-1	-3	90	-4	-2	-7
Cc1cc(C)c(-c2cc(C(=O)Nc3c(C)n(C)n(-c4ccccc4)c3=O)[nH]n2)c(O)c1	2.0	-6	5	-3	-3	97	1	-1	-7
CC(=O)c1ccc(C(=O)N2CCC(CO)(Cc3cccc(C(F)(F)F)c3)CC2)cc1	1.3	-2	5	-6	-2	121	3	-1	-11
O=C1CSC(=S)N1/N=C/c1cc(Br)ccc1O	0.8	8	10	1	-7	102	4	-2	1
COC(=O)C1(CCSC)NC(c2ccc(O)c(OC)c2)C2C(=O)N(c3ccc(C)cc3)C(=O)C21 (stereo not drawn)	2.0	-1	1	1	-16	103	0	-3	1
CCCCC(=O)NCc1ccc(Cl)cc1	-1.2	20	-3	2	-5	98	-2	-2	0
Cc1ccn2cc(-c3ccc4c(c3)NC(=O)CO4)nc2c1	-0.7	-2	-14	10	5	102	2	0	-7
COc1ccccc1NC(=O)c1c(C)cc(=O)oc1C	0.4	-12	-7	-2	-1	86	0	2	-3
CCCn1nnnc1SCC(=O)NCc1cccs1	-1.1	2	-2	-3	-1	96	-4	-1	9
COc1ccc(CC(=O)NC(C)(C)C)cc1S(=O)(=O)N1CCOCC1	2.7	12	-9	-1	-3	97	-1	-2	-4
CC(=O)Oc1ccc2oc(-c3ccccc3)c(C(N)=O)c2c1	0.3	3	-6	-2	3	100	-5	-29	0
Cc1nn(Cc2ccccc2)c(C)c1NC(=O)CCCn1nc([N+](=O)[O-])cc1C	-2.8	-14	-1	-3	-6	93	-2	4	7
Cc1noc(C)c1C(=O)NCc1ccco1	1.1	2	-1	4	-3	124	1	-3	-1
C=CCSc1nnc(COc2ccc(=O)n(-c3ccccc3)n2)n1CC	-0.2	3	-1	-2	4	103	-1	-1	-21
Cc1cc(=O)[nH]c2ccc(S(=O)(=O)Nc3ccccc3)cc12	-2.9	1	1	-3	14	97	-5	1	-10
CCOC(=O)c1sc2nc(C)nc(NCc3ccccc3OC)c2c1C	1.8	19	7	0	6	95	-2	3	21
Cn1c(-c2ccccc2)cnc1NCc1ccc(-c2ccccc2)cc1	1.9	4	9	12	-2	95	3	0	-5
O=C(Nc1ccc(F)cc1)C1CCN(c2nnnn2-c2ccccc2)CC1	-1.3	-8	4	2	5	96	-6	2	-2
C#CCSc1nnc(CNS(=O)(=O)c2ccc(Br)cc2)n1C	-1.2	6	0	2	5	85	2	-2	4
Cc1ccc2oc(=O)n(Cc3ccccc3)c2c1	-0.9	-1	0	-2	1	89	3	2	3
COC(=O)CSc1nnc(CNC(=O)c2cccc(C)c2)n1-c1ccccc1OC	0.1	11	-4	1	-7	98	2	-1	1
Cc1ccccc1NS(=O)(=O)c1ccc(C2CNC(=O)C2)cc1 (stereo not drawn)	0.4	-4	4	-6	-2	91	-3	0	-1

Exported field by field: entries from further up.
Cc1ccc2oc(=O)n(Cc3ccccc3)c2c1
  PP5 primary = -0.9	ZTA counter = -1	HCV core dimer = 0	PP1 counter = -2	EBNA-1 inhibitor = 1	Yeast superoxide = 89	TPT1 inh = 3	CTSL1 counter = 2	GASC-1 inh = 3

COC(=O)CSc1nnc(CNC(=O)c2cccc(C)c2)n1-c1ccccc1OC
  PP5 primary = 0.1	ZTA counter = 11	HCV core dimer = -4	PP1 counter = 1	EBNA-1 inhibitor = -7	Yeast superoxide = 98	TPT1 inh = 2	CTSL1 counter = -1	GASC-1 inh = 1

Cc1ccccc1NS(=O)(=O)c1ccc(C2CNC(=O)C2)cc1 (stereo not drawn)
  PP5 primary = 0.4	ZTA counter = -4	HCV core dimer = 4	PP1 counter = -6	EBNA-1 inhibitor = -2	Yeast superoxide = 91	TPT1 inh = -3	CTSL1 counter = 0	GASC-1 inh = -1

(more compounds)
SMILES	PP5 primary	ZTA counter	HCV core dimer	PP1 counter	EBNA-1 inhibitor	Yeast superoxide	TPT1 inh	CTSL1 counter	GASC-1 inh
COc1ccc(CSCC(=O)NN=C2CCN(C)CC2)cc1	1.2	-10	-6	0	-1	89	0	-6	-11
O=[N+]([O-])c1cccc(/C=C/c2ccc3cccc(O)c3n2)c1	2.1	-5	-6	25*	14	89	-1	0	-37
CCCC(=O)Nc1cc(C)c(NC(=O)c2ccccn2)cn1	-0.4	12	0	-1	0	106	1	-3	1
COCCNc1nnc(SC(C)C(=O)Nc2c(C)n(C)n(-c3ccccc3)c2=O)s1 (stereo not drawn)	-1.2	-3	-3	1	-15	100	2	2	-5
Cc1cc(C)c2c(c1)/C(=N/NS(=O)(=O)c1ccc(Br)cc1)CCC2	0.8	-7	14	10	5	97	-4	0	0
CC(C)c1nc(-c2ccccc2)c(-c2ccccc2)[nH]1	0.3	14	-1	5	7	112	-2	-3	7
Cc1csc(SC(C)c2nc3scc(-c4ccccc4)c3c(=O)[nH]2)n1 (stereo not drawn)	0.9	-1	5	2	-9	113	3	-5	1
COc1ccc(/C=C2/N=C(SCC(=O)Nc3cc(C)on3)N(c3ccccc3)C2=O)cc1	1.3	5	-7	-7	5	80	-1	0	6
CC(/C=C1\SC(=S)N(C(C(=O)O)c2ccccc2)C1=O)=C\c1ccccc1 (stereo not drawn)	-2.9	3	18	4	4	106	4	1	-29
Fc1cccc(CN2CCN(c3nc4nonc4nc3NC3CC3)CC2)c1	1.9	19	3	-3	-1	98	-4	-2	-2
CC1CCCC(C)N1C(=O)CN1CCN(c2nc(-c3ccc(F)cc3)cs2)CC1 (stereo not drawn)	5.0	-10	8	0	-4	101	-2	2	4
COc1ccccc1NS(=O)(=O)c1cccc(C(=O)NNC(=O)c2ccc(O)c(Cl)c2)c1	-1.0	10	0	-3	5	90	3	1	2
NC1=NC[C@H](Cc2ccccc2)N1CCCCC1CCCCC1	2.4	-20	-12	15	-11	114	2	-1	-1
Cc1cc(=O)oc2cc(OCC(=O)N3CCc4ccccc4C3)ccc12	2.2	9	13	-2	0	98	3	0	0
O=C(O)c1cccc(Cn2cc(Br)cn2)c1	2.3	10	-5	6	-11	97	0	-3	5
Cn1cnnc1SCC(=O)c1cc2ccccc2oc1=O	0.6	-7	0	0	2	96	-1	2	2
O=C(OCC(=O)N1CCCC1=O)C1COc2ccccc2O1 (stereo not drawn)	0.8	12	-4	0	-7	105	20	-8	0
CC(C)(C)c1ccc(S(=O)(=O)N2CCN(C(=O)C3CCC3)CC2)cc1	-0.7	1	2	-3	0	101	-5	-1	29
Cc1cc(NC(=O)c2ccc3c(c2)OCCO3)ccc1NC(=O)c1ccco1	2.4	10	0	1	7	96	-2	1	12
CCCCCn1c(CNC(=O)COC)nc2ccccc21	0.7	6	-2	-2	-12	98	-1	0	10
O=C(CSc1nc2cc3ccccc3cc2[nH]1)Nc1ccc(F)cc1	2.1	-9	-8	1	-1	138	2	0	9
COc1ccc(CNS(=O)(=O)CCNC(=O)c2ccc3c(c2)OCO3)cc1	1.2	7	1	-1	-3	99	0	-3	-5
Cc1cc(N2CCN(C)CC2)nc2ccc(NC(=O)c3ccc(Br)o3)cc12	1.9	-2	0	-5	-4	107	0	3	-19
CCOC(=O)/C=C1\SCC(=O)N1CC(=O)NC(C)C	1.6	-19	-12	-1	5	88	-6	-2	23
CCN(CC)C(=O)CSc1nc(O)cc(=O)n1CC	0.7	1	-3	-2	12	80	-3	0	-19
COc1ccc(NC(=S)Nc2cnc3ccccc3c2)c(OC)c1	3.5	-7	-2	-3	-5	106	1	-9	8
CC(=O)c1ccc(COC(=O)c2cc3ccccc3oc2=O)cc1	2.3	-2	3	-3	4	85	-1	0	4
CCOC(=O)[C@@H]1CCN(Cc2ccccc2)C[C@H]1c1ccccc1	-1.6	5	0	-1	13	101	-1	-1	-19
CS(=O)(=O)N(CC(=O)NCCSCc1ccccc1)c1ccc2c(c1)OCO2	2.8	10	1	1	-29	89	1	-2	6
COc1ccc(C(=O)Nc2nc3ccccc3[nH]2)cc1OC	0.8	1	-2	-2	-4	102	0	3	21
COc1ccc(S(=O)(=O)NC2CC2)cc1Br	4.9	-1	3	-1	-8	101	2	-2	-2
c1ccc2c(c1)oc1c(NCc3ccc4c(c3)OCO4)ncnc12	3.6	-10	0	1	-9	96	-6	0	-8
COc1ccc(NC(=O)CN(C2CCCCC2)S(C)(=O)=O)cc1Cl	4.6	-13	-2	-3	-4	103	-2	5	2
Cc1cc(NC(=O)COc2cccc(C)c2C)no1	2.3	-13	-3	2	10	98	-2	-3	10
COc1ccc(CNC(=O)CC(C)CC2=NS(=O)(=O)c3ccccc3N2)cc1 (stereo not drawn)	1.0	4	3	0	-3	104	-2	-1	-10
CCN(c1ccccc1)S(=O)(=O)c1ccc(NCC2COc3ccccc3O2)nc1 (stereo not drawn)	1.9	-15	1	5	4	102	-6	-2	16
COc1ccc(CCNC(=O)Cn2cnc3sc(C)c(-c4ccc(F)cc4)c3c2=O)cc1OC	0.2	-16	-1	13	-13	107	3	2	1
CCOc1ccc(N(CC(=O)Nc2ccc(OC)cc2)S(C)(=O)=O)cc1	3.6	-11	-2	3	-6	106	-6	-1	1
CCOC(=O)c1ccc(NC(=O)c2cc(C)nc3ccccc23)cc1	1.3	-18	-2	-4	0	106	-1	-2	-4

Screening results: PubChem BioAssay, several laboratories
